ELG1 genotox: induces genotoxicity in HEK293T cells with luciferase-tagged ELG1; HEK293T ELG1-luciferase reporter, luminescence, 16 h; 1.3% of 330,000 active; AID 504466; Potency, µM (doses to about 46 µM), for inactives: top-dose activity change, positive = activation, usual class: activators; further: % of control where 0% means no effect; nearly all actives have a fitted effect of over 60% in size
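Genotoxicity was scored as increased ELG1-luciferase reporter signal, measured by ONE-Glo luminescence (30 min, room temperature). Compound or vehicle exposure of the HEK293T reporter cells lasted 16 hr at 37°C.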
RORgamma inh: blocks mouse ROR gamma transcriptional activity. P51450. Drosophila S2 Gal4-RORgamma UAS-luciferase reporter, 20 h. Potency, µM (doses to about 53.6 µM), inactives show at the highest dose activity change, negative = inhibition, hits mostly inhibitors. 5.4% of 310,000 active. AID 2551; further: on the % scale 0 is the no-effect control and ±100 the full control effect; nearly all actives have a fitted effect of over 60% in size
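Stable Schneider cell line, Gal4 DNA-binding domain fused to ROR gamma, UAS-luciferase. Cmpd 1 hr RT → CuSO4 700 uM final → 20 hr RT → luciferase reagent 10 min → luminescence.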
CXXC DNA block: blocks binding of human MLL CXXC domain to DNA; MLL-CXXC / FITC-HOXA9 DNA fluorescence polarization; Potency, µM (titrated, usually from 115 µM), for the others: top-dose activity change, negative = inhibition, usual class: inhibitors; 0.037% of 290,000 active; AID 2662; active means well fitted inhibition curve with a large enough effect in the polarisation, with a control signal flat, not every such curve was filed as active; inconclusive means small, poorly fitted or top-dose-only effect, or effect the other way, or a change in a side signal; inactive means no such curve, though single readings can be large or run the other way; the % refers to the polarisation
Target sequence (Q03164 whole entry, looked up, the tested form may be a part): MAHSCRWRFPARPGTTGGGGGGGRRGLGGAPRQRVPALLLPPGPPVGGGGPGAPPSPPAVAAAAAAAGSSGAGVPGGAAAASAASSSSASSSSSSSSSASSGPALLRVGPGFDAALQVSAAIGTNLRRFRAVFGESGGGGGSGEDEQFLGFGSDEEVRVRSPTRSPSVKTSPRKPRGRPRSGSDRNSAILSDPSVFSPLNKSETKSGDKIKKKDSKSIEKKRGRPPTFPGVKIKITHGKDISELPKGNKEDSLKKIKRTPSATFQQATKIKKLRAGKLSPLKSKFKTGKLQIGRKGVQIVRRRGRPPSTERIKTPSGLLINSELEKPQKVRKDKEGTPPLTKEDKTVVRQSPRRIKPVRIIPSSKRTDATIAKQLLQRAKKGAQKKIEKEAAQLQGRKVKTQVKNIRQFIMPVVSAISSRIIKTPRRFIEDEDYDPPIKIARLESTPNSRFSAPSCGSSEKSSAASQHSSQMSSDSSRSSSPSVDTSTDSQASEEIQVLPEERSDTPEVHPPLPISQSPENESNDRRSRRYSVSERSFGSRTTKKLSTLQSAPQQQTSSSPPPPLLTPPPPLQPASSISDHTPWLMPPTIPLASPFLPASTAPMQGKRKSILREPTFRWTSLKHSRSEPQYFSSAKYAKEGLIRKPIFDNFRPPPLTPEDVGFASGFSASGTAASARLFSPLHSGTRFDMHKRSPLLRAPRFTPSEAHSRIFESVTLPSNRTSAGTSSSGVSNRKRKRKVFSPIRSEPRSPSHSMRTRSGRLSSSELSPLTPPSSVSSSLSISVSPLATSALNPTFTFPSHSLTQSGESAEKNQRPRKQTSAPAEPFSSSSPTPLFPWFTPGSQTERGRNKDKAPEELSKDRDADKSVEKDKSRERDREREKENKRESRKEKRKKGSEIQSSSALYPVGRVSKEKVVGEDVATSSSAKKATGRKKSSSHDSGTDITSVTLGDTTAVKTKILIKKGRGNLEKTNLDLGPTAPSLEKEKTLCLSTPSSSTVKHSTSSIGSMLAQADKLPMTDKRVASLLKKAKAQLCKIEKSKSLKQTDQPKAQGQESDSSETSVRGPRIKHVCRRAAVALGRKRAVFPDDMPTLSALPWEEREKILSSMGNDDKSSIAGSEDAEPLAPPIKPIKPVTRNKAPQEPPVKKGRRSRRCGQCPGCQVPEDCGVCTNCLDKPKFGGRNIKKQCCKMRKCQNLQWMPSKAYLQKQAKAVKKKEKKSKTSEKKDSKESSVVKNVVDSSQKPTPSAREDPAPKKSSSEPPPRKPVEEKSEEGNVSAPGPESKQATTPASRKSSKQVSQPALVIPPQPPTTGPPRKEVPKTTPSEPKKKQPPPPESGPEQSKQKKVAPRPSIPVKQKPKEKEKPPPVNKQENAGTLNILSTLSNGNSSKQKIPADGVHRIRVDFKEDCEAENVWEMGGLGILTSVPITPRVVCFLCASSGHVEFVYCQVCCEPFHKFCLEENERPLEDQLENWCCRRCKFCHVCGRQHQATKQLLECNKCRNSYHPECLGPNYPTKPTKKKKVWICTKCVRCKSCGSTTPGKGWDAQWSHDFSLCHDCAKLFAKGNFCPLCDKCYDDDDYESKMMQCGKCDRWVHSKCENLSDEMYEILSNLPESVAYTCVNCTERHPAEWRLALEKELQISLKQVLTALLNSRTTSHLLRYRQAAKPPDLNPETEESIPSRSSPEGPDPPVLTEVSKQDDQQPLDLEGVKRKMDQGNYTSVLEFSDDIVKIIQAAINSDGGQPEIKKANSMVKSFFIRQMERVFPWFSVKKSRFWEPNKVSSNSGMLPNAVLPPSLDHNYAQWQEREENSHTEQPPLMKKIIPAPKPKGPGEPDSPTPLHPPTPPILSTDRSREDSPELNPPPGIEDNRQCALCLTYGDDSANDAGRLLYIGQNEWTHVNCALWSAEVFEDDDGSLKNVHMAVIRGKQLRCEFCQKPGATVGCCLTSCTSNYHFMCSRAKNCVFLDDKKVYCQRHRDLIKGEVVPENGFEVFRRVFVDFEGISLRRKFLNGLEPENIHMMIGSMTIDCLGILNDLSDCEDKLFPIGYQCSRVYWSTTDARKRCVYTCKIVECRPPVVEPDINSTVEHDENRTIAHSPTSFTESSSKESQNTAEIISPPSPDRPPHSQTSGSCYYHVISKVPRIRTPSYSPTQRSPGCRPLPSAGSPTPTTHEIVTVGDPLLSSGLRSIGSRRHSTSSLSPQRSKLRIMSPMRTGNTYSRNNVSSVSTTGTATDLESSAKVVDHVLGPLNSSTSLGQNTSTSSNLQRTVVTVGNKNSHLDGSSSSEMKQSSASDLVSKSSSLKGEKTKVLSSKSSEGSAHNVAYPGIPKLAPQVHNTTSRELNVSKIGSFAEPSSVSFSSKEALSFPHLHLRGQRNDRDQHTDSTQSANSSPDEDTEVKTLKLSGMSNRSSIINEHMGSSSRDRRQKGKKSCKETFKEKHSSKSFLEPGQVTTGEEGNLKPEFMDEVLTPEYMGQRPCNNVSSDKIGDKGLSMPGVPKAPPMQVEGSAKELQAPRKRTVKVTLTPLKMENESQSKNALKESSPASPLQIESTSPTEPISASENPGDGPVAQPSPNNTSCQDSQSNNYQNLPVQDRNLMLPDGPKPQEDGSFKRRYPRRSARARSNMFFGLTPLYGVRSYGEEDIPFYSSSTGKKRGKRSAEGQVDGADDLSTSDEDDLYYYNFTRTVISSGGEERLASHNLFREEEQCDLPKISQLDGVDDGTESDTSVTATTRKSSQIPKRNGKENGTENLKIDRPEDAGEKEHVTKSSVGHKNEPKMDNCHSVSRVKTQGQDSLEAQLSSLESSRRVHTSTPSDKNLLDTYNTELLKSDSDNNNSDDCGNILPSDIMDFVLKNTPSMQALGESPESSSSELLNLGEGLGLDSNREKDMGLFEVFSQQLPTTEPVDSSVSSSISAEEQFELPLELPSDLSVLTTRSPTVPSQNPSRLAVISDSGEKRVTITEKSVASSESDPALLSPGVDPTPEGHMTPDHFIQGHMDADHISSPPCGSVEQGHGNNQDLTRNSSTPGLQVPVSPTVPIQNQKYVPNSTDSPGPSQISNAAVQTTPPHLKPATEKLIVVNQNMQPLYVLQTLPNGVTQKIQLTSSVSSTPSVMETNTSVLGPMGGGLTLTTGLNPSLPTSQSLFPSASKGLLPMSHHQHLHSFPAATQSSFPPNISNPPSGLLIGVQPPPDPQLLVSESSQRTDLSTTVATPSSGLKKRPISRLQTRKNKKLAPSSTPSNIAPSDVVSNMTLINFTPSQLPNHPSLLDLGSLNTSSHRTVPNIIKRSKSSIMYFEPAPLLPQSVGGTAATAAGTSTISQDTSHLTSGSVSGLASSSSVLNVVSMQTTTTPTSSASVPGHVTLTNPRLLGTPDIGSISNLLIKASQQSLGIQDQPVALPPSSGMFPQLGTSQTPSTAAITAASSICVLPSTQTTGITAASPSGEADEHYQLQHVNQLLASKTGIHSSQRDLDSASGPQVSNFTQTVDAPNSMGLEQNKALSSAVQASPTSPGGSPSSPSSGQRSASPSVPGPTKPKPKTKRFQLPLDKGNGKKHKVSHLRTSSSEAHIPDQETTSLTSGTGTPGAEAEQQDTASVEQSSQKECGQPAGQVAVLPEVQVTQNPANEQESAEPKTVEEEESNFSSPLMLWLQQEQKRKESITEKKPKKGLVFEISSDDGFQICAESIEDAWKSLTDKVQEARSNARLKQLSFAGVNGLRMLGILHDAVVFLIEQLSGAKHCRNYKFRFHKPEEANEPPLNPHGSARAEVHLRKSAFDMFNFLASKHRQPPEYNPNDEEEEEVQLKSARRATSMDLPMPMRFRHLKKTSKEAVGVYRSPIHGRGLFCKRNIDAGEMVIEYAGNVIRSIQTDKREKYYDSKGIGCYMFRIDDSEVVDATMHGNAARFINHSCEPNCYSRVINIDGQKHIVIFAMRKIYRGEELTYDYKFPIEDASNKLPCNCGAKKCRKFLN
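Steps: dispense CXXC domain solution (7 uM) → pin compounds or unlabeled HOX-A9 DNA control → 5 min ambient → add FLSN-HOX-A9 solution (50 nM) → spin → 30 min ambient → fluorescence polarization. Tris pH 7.5/NaCl/DTT/BSA buffer.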
p53 reactivation: re-activators of mutant p53 | Potency, µM (top dose mostly 92.2 µM), inactives show at the highest dose activity change, positive = activation, usual class: activators | 0.063% of 320,000 active | H1299 p53-A138V BP100-luciferase reporter, luminescence, 24 h; further: % of control where 0% means no effect; nearly all actives have a fitted effect of over 45% in size
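H1299 (p53-null), stable ts p53-A138V + BP100-Luc; 1000 cells/well, Opti-MEM/10% FBS; cpd 4 pt, 1:5; 24 h, 37 deg C, 5% CO2; detection reagent 10 min RT; luminescence.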
uPA generation: cell surface uPA generation inhibition; cell surface uPA generation assay, qHTS; Potency, µM (doses to about 38.3 µM), for the others: at the top dose activity change, negative = inhibition, hits mostly inhibitors; 0.31% of 330,000 active; AID 540303; active means well fitted inhibition curve with a large enough effect; inconclusive means small, poorly fitted or top-dose-only effect; inactive means no such curve, though single readings can be large or run the other way; tested in mouse RAW 264.7 cells; further: on the % scale 0 is the no-effect control and ±100 the full control effect; nearly all actives have a fitted effect of over 55% in size
FLuc counter: counter-screen for miR-21 project: firefly luciferase inhibitors or activators; purified FLuc, Km substrates, luminescence inhibition; Potency, µM (series often up to 57.5 µM), for inactives: top-dose activity change, negative = inhibition, usual class: inhibitors; P08659; 6.9% of 360,000 active;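 further: plate controls were vehicle for no effect and reference inhibitor for full effect; nearly all actives have a fitted effect of over 55% in size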
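Purified P. pyralis luciferase, 10 nM final, with Km-level 10 uM D-luciferin and 10 uM ATP in 50 mM Tris acetate pH 7.5, 10 mM Mg acetate, 0.01% Tween-20, 0.05% BSA; 6-point qHTS titration about 60 µM downward; luminescence read.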
BRCA1 expr up: increases BRCA1 expression; MCF7-BRCA1-FFLuc reporter, luminescence, 48 h; response scale: scaled: vehicle 0%, 10 µM genistein 100%; Potency, µM (highest dose often 46.1 µM), inactives show at the top dose activation, actives largely listed as activators; 1.1% of 380,000 active; further: nearly all actives have a fitted effect of over 80% in size; some results filed as inactive show a strong effect at the top dose
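Cells: MCF7-BRCA1-FFLuc, 2000/well. Exposure: 48 h, 37 °C, 5% CO2. Read: luminescence, 15 min post-substrate. Controls: genistein 10 microM (maximal activation), DMSO (neutral).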
Rab9 promoter act: activates the Rab9 promoter; Huh7 Rab9 promoter-luciferase reporter, luminescence, 24 h; Potency, µM (top dose mostly 9.22 µM), for the others: at the top dose activation, negative = inhibition, most hits filed as activators; 2.8% of 320,000 active; further: % of control where 0% means no effect; nearly all actives have a fitted effect of over 60% in size
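Huh7 cells stably carrying Rab9 promoter–luciferase reporter, plated 1500 cells/well, compound added after 2 h and incubated 24 h at 37 °C; luciferase luminescence then read after 10 min with detection reagent.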
MBNL1-CUG inh: MBNL1-poly(CUG) RNA binding inhibition; Q9NR56; TR-FRET MBNL1-His/biotin-(CUG)12 binding, 665/545 ratio; Potency, µM (titrated, usually from 57.5 µM), for the others: top-dose activity change, negative = inhibition, usual class: inhibitors; 0.036% of 280,000 active; active means well fitted inhibition curve with a large enough effect in the signal ratio, with a control signal flat, not every such curve was filed as active; inconclusive means small, poorly fitted or top-dose-only effect, or effect the other way, or a change in a side signal; inactive means no such curve, though single readings can be large or run the other way; the % refers to the signal ratio; further: on the % scale 0 is the no-effect control and ±100 the full control effect
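His-tagged MBNL1 binding to biotinylated (CUG)12 RNA was measured by TR-FRET using terbium anti-His antibody (0.055 ng/ul final) and streptavidin-XL665 (5 nM final). Compounds were titrated 92 nM to 58 uM; 60 min at room temperature.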
Gal4-VP16 FLuc: Gal4-VP16 reporter inhibition counter-screen; 3.5% of 310,000 active; Potency, µM (doses to about 53.6 µM), without a hit: at the highest dose activity, negative = inhibition, hits mostly inhibitors; Drosophila S2 Gal4-VP16 UAS-luciferase, luminescence, 20 h;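 further: Gal4-VP16 expression switched on by copper sulfate through the metallothionein promoter; on the % scale 0 is the no-effect control and ±100 the full control effect; nearly all actives have a fitted effect of over 50% in size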
NPC1 promoter act: activators of NPC1 promoter; Huh7 NPC1 promoter luciferase reporter, 24 h; Potency, µM (series often up to 9.22 µM), for inactives: top-dose activation, actives largely listed as activators; 2.4% of 320,000 active;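 further: % of control where 0% means no effect; nearly all actives have a fitted effect of over 60% in size; reporter is driven by a mutant NPC1 promoter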
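Readout is luciferase luminescence, reflecting NPC1 promoter activation in stably transfected Huh7 cells after 24 h compound exposure at 37 °C in reduced-serum medium with 10% FBS.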
* = called active by the depositor; ? = inconclusive; · = not tested or not shown; & = joins results of further samples; [ ] = dose if it differs, or a comment. Unless noted, the call rests on the fitted dose curve; in most records, active means well fitted curve in the direction sought with a large enough effect; inconclusive means small, poorly fitted or top-dose-only effect, or another doubt; inactive means no such curve, though single readings can be large; an effect the other way counts as inactive or inconclusive. Potency means the concentration at half of the fitted maximal effect. These rows are one share of the data; count on the stated rates, not on these rows.

SMILES	ELG1 genotox	RORgamma inh	CXXC DNA block	p53 reactivation	uPA generation	FLuc counter	BRCA1 expr up	Rab9 promoter act	MBNL1-CUG inh	Gal4-VP16 FLuc	NPC1 promoter act
COc1cc(Nc2nc3ccccc3nc2NS(=O)(=O)c2ccc([N+](=O)[O-])cc2)cc(OC)c1OC	-9.4%	4.47µM*	18.3%	-7.4%	3.4%	-6.7%	-3.5%	-28.9%	5.0%	5.01µM*	-14.0%
O=C(NCC1CC1(Cl)Cl)Nc1ccc(Cl)c(Cl)c1 (configuration not stated)	-3.7%	?	12.4%	?	-2.5%	16.9µM*	-30.3%	?	3.0%	-23.2%	?
N#C/C(=N\Nc1ccc([N+](=O)[O-])cc1)C(=N)N1CCOCC1	?	3.1%	4.1%	12.0%	6.8%	?	?	2.82µM*	·	-24.2%	?
N#Cc1ccc(CSc2nnc(Cc3cccs3)n2Cc2ccco2)cc1	-2.6%	-41.9%	4.3%	-2.8%	0.8%	-2.8%	-18.3%	-2.2%	-4.9%	27.0%	2.5%
O=C(Nc1nnc(-c2ccccc2)o1)c1ccc(Cl)cc1	·	0.708µM*	-10.0%	·	-10.1%	-12.7%	-44.9%	·	-6.5%	1.41µM*	·
NC(=O)CCN1CCCCC1	-2.6%	-12.0%	-8.8%	-0.7%	4.4%	2.0%	5.2%	-6.5%	-11.1%	-11.5%	-0.9%
CCN(CC)S(=O)(=O)c1cc(NC(=O)C(CC(C)C)NC(N)=O)ccc1C (configuration not stated)	-7.3%	-0.4%	0.1%	-0.3%	-2.4%	1.4%	-1.5%	-1.7%	0.3%	-10.6%	-5.3%
Cc1c(-n2cc(C(=O)c3cc(Cl)ccc3O)cc(C#N)c2=O)c(=O)n(-c2ccccc2)n1C	1.0%	31.3%	32.4%[activator]	-7.7%	·	2.6%	-10.4%	-3.1%	5.8%	-1.1%	0.6%
COc1cccc(SCC2(O)CCN(C(=O)c3ccc(Cl)cc3)CC2)c1	-7.6%	2.5%	-8.5%	-10.0%	·	-2.3%	-2.8%	-5.0%	-1.0%	-21.5%[10 µM]	-7.7%
CC/C(Cc1ccccc1)=N\NC(=O)c1cc([N+](=O)[O-])cc([N+](=O)[O-])c1	-0.6%	7.94µM*	15.6%	-6.1%	-26.2%	-0.5%	-21.5%	-2.1%	?	-13.8%	-0.6%
CN1CCN(C(=O)/C(=C/c2ccc(F)cc2)NC(=O)c2ccccc2)CC1	-0.1%	-18.0%	18.6%	2.6%	-2.4%	0.7%	-5.2%	-0.3%	-1.6%	2.3%	1.6%
O=C(COc1ccccc1[N+](=O)[O-])Nc1ccc(Br)cc1	?	-16.7%	9.3%	12.0%	-0.9%	9.53µM*	0.0%	3.16µM*	·	-9.7%	?
Cc1oc(-c2ccccc2F)nc1CSCC(=O)NCc1ccc2c(c1)OCO2	-4.5%	?	5.9%	-4.4%	3.0%	-15.6%	-6.5%	0.0%	-12.7%	-10.9%	0.0%
CCC(=O)N1CCc2cc(OC)c(OC)cc2C1COc1ccccc1OC (configuration not stated)	11.4%	5.1%	1.4%	-3.2%	-3.1%	-2.7%&0.6%	-8.7%&-20.6%	2.7%	4.7%	4.7%	-7.9%
Cc1ccc(Cl)cc1NC(=O)C[n+]1ccc(Cc2ccc([N+](=O)[O-])cc2)cc1	-8.9%	-13.5%	11.6%	-0.2%	0.6%	1.9%	-32.0%	12.2%	?	-7.2%	-4.3%
CCCc1cc(=O)[nH]c(SCC(=O)N(C)CC(=O)Nc2ccc(F)cc2)n1	1.5%	·	·	1.3%	2.7%	·	-6.4%	-4.0%	·	·	0.9%
CCOC(=O)CNC(=O)C1(/C=C/c2ccccc2)CC(=O)N1c1ccc(C)cc1 (configuration not stated)	2.1%	18.3%	6.2%	-2.4%	?	4.1%	-16.2%	0.6%	-0.1%	-9.1%	0.9%
COc1ccc(NC(=O)CN(C)C(=O)Cc2ccc3c(c2)CCC3)cc1	1.2%	?	-2.7%	-8.9%	6.6%	-2.3%	-9.5%	5.7%	1.3%	-1.4%	0.6%
CCn1nc(C)c(/C=N/NC(=O)CSc2ccccn2)c1C	?	14.0%	-1.7%	13.4%	-1.6%	?	0.0%	?	3.9%	22.9%	26.3%
CC1(C)CC(=O)C2=C(C1)Nc1nc(SCCN3CCOCC3)[nH]c(=O)c1C2c1cccs1 (configuration not stated)	-2.3%	-0.2%	-0.3%	-3.5%	-1.3%	-1.6%	-7.0%	-3.7%	-4.4%	-0.5%	-2.8%

Two successive entries out of the list so far, quoted:
SMILES	ELG1 genotox	RORgamma inh	CXXC DNA block	p53 reactivation	uPA generation	FLuc counter	BRCA1 expr up	Rab9 promoter act	MBNL1-CUG inh	Gal4-VP16 FLuc	NPC1 promoter act
CCCc1cc(=O)[nH]c(SCC(=O)N(C)CC(=O)Nc2ccc(F)cc2)n1	1.5%	·	·	1.3%	2.7%	·	-6.4%	-4.0%	·	·	0.9%
CCOC(=O)CNC(=O)C1(/C=C/c2ccccc2)CC(=O)N1c1ccc(C)cc1 (configuration not stated)	2.1%	18.3%	6.2%	-2.4%	?	4.1%	-16.2%	0.6%	-0.1%	-9.1%	0.9%

The list continues:
SMILES	ELG1 genotox	RORgamma inh	CXXC DNA block	p53 reactivation	uPA generation	FLuc counter	BRCA1 expr up	Rab9 promoter act	MBNL1-CUG inh	Gal4-VP16 FLuc	NPC1 promoter act
CCC1Oc2ccccc2N(CC(=O)NCCC2=CCCCC2)C1=O (configuration not stated)	-2.7%	39.3%	-7.2%	5.4%	7.6%	1.0%	-25.9%	4.0%	-8.1%	3.3%	8.1%
CCOc1ccccc1CNC(=O)C1CCN(c2nnc(C)c3c(C)n(-c4ccc(C)cc4)nc23)CC1	8.2%	12.6µM*	82.1%[activator]	-17.2%	?	-0.6%&0.7%	-87.6%[inhibitor]	-11.0%	5.8%	17.8µM*	-12.4%
COc1ccc2cc(Br)ccc2c1CC(=O)NC1CC(C)(C)NC(C)(C)C1	-32.2%[inhibitor]	4.4%	3.6%	-8.0%	0.2%	0.7%	-27.4%	-1.7%	?	-2.1%	-0.1%
Cc1ccc(NC(=O)NNC(=O)c2cc3ccccc3cc2O)c(C)c1	-1.7%	-20.3%	?	-15.0%	4.9%	-0.2%	-0.6%	3.4%	-1.4%	2.0%	-4.9%
c1ccc(Nc2nc(N3CCOCC3)c3ccccc3n2)cc1	-12.9%	-14.1%	12.2%	-2.5%	-2.5%	-10.4%	-61.3%	-6.2%	-7.1%	-28.1%	-3.3%
COc1ccccc1C(=O)OCc1ccc2sc(C)nc2c1	1.5%	24.8%	-28.4%	7.0%	2.4%	16.9µM*	38.1%	20.3%	-18.2%	3.0%	-1.2%
COC(=O)c1ccc(NC(=O)c2ccco2)cc1	20.6µM*	-1.8%	10.0%	25.2%	-7.0%	15.1µM*	?	2.82µM*	3.0%	2.7%	?
Cc1ccc(NC(=O)c2ccccc2O)cc1	?	?	-3.5%	?	-6.2%	0.953µM*	65.0%	0.631µM*	9.5%	?	2µM*
N#C/C(=C\c1c(N2CCN(c3ccccc3)CC2)nc2ccccn2c1=O)S(=O)(=O)c1ccccc1	4.3%	-22.8%	3.4%	5.2%	8.6%	7.9%	-9.4%	17.6%	0.4%	4.1%	9.9%
COc1ccc([C@@H]2[C@@H]3C(=O)N(C(C)(C)C)C(=O)[C@@H]3[C@]3(Cc4ccccc4)C(=O)N(c4ccc(C(F)(F)F)cc4)C(=O)N23)cc1	-3.1%	7.3%	15.9%	10.3%	9.9%	-1.3%	0.3%	0.1%	0.7%	-14.9%	-3.4%
CCOc1cc(N2CCOCC2)c(OCC)cc1NC(=O)c1ccc(F)c(S(=O)(=O)N2CCOCC2)c1	1.6%	·	·	-3.0%	-28.9%	-0.9%	-20.1%	3.3%	·	·	-0.1%
O=C(C1CC1)N1CCC(C(O)(c2ccccc2)c2ccccc2)CC1	3.7%	21.7%	0.9%	2.8%	-2.5%	0.0%	-2.5%	0.7%	-2.3%	-9.3%	-0.7%
COc1cc2c(cc1OC)CN(C(=O)CCc1c[nH]c3ccccc13)[C@H](C(=O)O)C2	0.2%	-4.4%	3.4%	-0.1%	8.7%	-0.7%	5.9%	2.0%	-7.8%	1.3%	1.6%
O=C(NCCCn1ccnc1)/C(=C\c1cccnc1)NC(=O)c1ccccc1F	0.0%	12.2%	8.3%	0.6%	12.2%	4.9%	-5.0%	3.7%	8.8%	4.2%	-0.1%
CC(c1ccccc1)N(NC(=O)C(O)(c1ccccc1)c1ccccc1)C(=O)c1ccccc1 (configuration not stated)	-4.9%	-2.0%	25.6%	3.4%	-0.9%	-0.4%	-27.4%	-8.3%	-18.5%	-3.3%	-3.5%

Assay outcomes as filed in PubChem.
